Assay outcomes from PubChem.
SENP8 block-1 = inhibitors of human SENP8 protease | 330,000 compounds, 1.2% hits | inhibition, % at 10 µM | AID 2540 | Q96LD8 | purified SENP8, Z-RLRGG-aminoluciferin cleavage, luminescence; in the data active means inhibition above about 50%
Target sequence (Q96LD8 whole entry, looked up): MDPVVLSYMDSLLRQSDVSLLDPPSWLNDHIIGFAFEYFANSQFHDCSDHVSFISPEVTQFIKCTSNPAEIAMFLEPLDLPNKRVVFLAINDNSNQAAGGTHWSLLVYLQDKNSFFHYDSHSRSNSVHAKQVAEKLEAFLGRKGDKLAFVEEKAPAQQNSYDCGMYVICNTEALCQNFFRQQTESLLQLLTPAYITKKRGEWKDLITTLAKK
Apaf1 inhib = blocks human Apaf-1 apoptosome activity. O14727. reconstituted apoptosome caspase-3 activity, DEVD-Rh110 fluorescence. inhibition, % at 20 µM. 330,000 compounds, 0.71% hits. AID 489030; active means inhibition of at least 40% at 20 µM;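 further: plate controls were DMSO wells for no effect and DEVD-CHO caspase inhibitor wells for full effect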
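System: reconstituted apoptosome with Apaf-1, cytochrome c, caspase-9, procaspase-3, dATP; Signal: Rh110 fluorescence intensity; Schedule: 30 min compound preincubation, 50 min activation, room temperature; Reagent: cytochrome c trigger plus (Z-DEVD)2-Rh110 caspase-3 substrate.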
SENP1 FRET inh = blocks the human SENP1 SUMO protease catalytic domain. Q9P0U3. recombinant SENP1 catalytic domain, CyPet-SUMO1-YPet FRET cleavage. inhibition, % at 10 µM. 360,000 compounds, 0.21% hits;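 active means inhibition at least 30% at 10 µM, raw YFP signal under a set limit, fluorescence ratio 0.5 to 1.5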;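 further: 0% = enzyme with DMSO and 100% = no enzyme wells; some results filed as inactive read as strong as hits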
Target sequence (Q9P0U3 419-644 limits assumed): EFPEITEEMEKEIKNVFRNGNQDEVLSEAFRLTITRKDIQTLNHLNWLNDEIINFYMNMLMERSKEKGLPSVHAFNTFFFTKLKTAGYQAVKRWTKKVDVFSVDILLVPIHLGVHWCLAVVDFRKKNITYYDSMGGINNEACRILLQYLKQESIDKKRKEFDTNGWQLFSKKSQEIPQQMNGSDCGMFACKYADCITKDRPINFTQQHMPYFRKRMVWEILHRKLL
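Material: hSENP1 catalytic domain, recombinant; medium: Tris pH 8 with BME, BSA, NP40 and catalase; compound: single concentration of 10 µM compound, 0.5% DMSO final; technique: FRET read of cyan and yellow fluorescence; timing: 50 min enzyme reaction, room temperature, light-protected; reagent: SFCypet-SUMO1-SFYpet substrate at 25 nM; control set: no-enzyme low, enzyme-DMSO high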
SENP6 inh = inhibitors of human SENP6 protease; Recombinant SENP6 catalytic domain, aminoluciferin luminescence; 330,000 compounds, 1.8% hits; Q9GZR1; inhibition, % at 10 µM;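 active means inhibition above about 50% at the single tested dose, limit read from the data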;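 further: plate controls were DMSO wells with enzyme for no effect and DMSO wells lacking enzyme for full effect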
A3G deaminase = inhibitors of human APOBEC3G DNA deaminase. 330,000 compounds, 0.28% hits. AID 493012. recombinant A3G, ssDNA deamination FAM/TAMRA fluorescence. inhibition, % at 20 µM;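 active means inhibition of at least 40% at 20 µM, with no more than 30% in the related APOBEC3A deaminase screen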;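 further: plate controls were DMSO wells with A3G for no effect and wells lacking A3G enzyme for full effect; some compounds called inactive have numbers as strong as hits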
SENP7 block = SENP7 protease inhibition | Q9BQF6 | recombinant SENP7, Z-RLRGG-aminoluciferin luminescence, 40 min | inhibition, % at 5 µM | 330,000 compounds, 1.5% hits | AID 434973;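 active means inhibition above about 50% at the single test dose, limit read from the data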;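 further: plate controls were DMSO with enzyme for no effect and no enzyme buffer wells for full effect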
Target sequence (Q9BQF6 706-1050 limits assumed): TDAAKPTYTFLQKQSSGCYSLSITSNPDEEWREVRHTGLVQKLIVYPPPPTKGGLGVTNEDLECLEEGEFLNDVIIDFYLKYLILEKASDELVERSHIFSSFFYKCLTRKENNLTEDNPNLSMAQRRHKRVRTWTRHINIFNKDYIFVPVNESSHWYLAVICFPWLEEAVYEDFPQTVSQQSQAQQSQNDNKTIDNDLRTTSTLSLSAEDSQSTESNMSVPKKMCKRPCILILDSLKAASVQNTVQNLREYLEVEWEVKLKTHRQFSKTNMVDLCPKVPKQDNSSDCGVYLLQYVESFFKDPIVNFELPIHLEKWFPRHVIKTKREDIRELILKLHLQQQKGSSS
UBC13 inh = inhibitors of human UBC13 polyubiquitin chain formation. inhibition, % at 20 µM. P61088. 330,000 compounds, 0.47% hits. AID 485273. TR-FRET; in the data active means inhibition above about 45%, passing the limit was not always enough
Target sequence (P61088 whole entry, looked up): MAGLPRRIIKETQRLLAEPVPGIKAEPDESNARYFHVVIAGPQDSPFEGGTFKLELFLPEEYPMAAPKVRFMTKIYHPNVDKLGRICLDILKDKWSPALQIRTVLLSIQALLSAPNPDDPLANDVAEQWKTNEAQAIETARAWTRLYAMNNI
SENP8 block-2 = SENP8 (human) protease inhibition; inhibition, % at 20 µM; Q96LD8; recombinant SENP8, Nedd8 substrate fluorescence; 360,000 compounds, 0.64% hits; AID 602440; in the data active means inhibition mostly above about 40%, no sharp cut-off; inactive means mostly below about 27%
Numbers without * were called inactive; nt = no result given.

SMILES	SENP8 block-1	Apaf1 inhib	SENP1 FRET inh	SENP6 inh	A3G deaminase	SENP7 block	UBC13 inh	SENP8 block-2
O=C(CCN1C(=O)/C(=C/c2ccc(Cl)cc2)SC1=S)NC1C=CS(=O)(=O)C1 (configuration not stated)	23	-3	4	22	-2	-2	-12	3
CCc1c(C)sc(NC(=S)Nc2nc(C)cc(C)n2)c1C(=O)OC	-11	16	-3	-8	-7	-9	-10	8
CC(C)c1ccc(NC(=O)COC(=O)/C=C/c2cccc([N+](=O)[O-])c2)cc1	-2	7	1	4	-2	-2	-10	21
COc1ccc(-n2cnnc2SCC(=O)c2cc(C)n(Cc3cccs3)c2C)cc1	5	7	3	-22	-2	6	5	10
O=C(CNC(=O)C1CCCCC1)OCc1cc(=O)oc2ccc3ccccc3c12	1	10	-42	-12	-2	-1	19	-414
CCOc1ccc(-n2cc(C(=O)N3CCC(C)CC3)c3cc(OC)c(OC)cc3c2=O)cc1	0	8	2	-19	3	7	-5	-48
COc1ccc(C(=O)NCC(=O)OCC(=O)Nc2ccc(C)c(S(=O)(=O)N(C)C)c2)cc1OC	4	-4	0	0	-5	0	-3	14
COc1ccc(CCNC(=O)Cn2nnc(-c3cccs3)n2)cc1OC	-3	-18	1	-3	3	5	0	10
O=C(NNc1ccccc1Br)C(O)(c1cccc(C(F)(F)F)c1)c1cccc(C(F)(F)F)c1	-5	26	1	-18	-7	-6	-21	22
CNC(=O)Cn1nc(-c2ccc(C)c(S(=O)(=O)N(C)C)c2)c2ccccc2c1=O	0	-8	3	3	-3	7	2	13
CC(C)Oc1ccc(C(CC(=O)O)NC(=O)Cc2ccccc2)cc1 (configuration not stated)	6	-1	2	-3	-3	-1	2	3
O=C(Nc1ccccc1C(F)(F)F)N1CCN(C(c2ccccc2)c2ccccc2)CC1	-1	17	1	3	0	-1	-5	14
Cc1ccc(N(C(=O)c2nsc(Cl)c2Cl)C(C(=O)NC2CCCC2)c2ccc(O)cc2)cc1C (configuration not stated)	-7	21	1	-5	-5	1	-15	2
Cc1ccc(Cn2c(=O)c3c(ncn3C)n(C)c2=O)cc1	7	1	1	-8	-7	3	17	6
Nc1ccc(C(=O)OCC(=O)Nc2ccc([N+](=O)[O-])cc2C(F)(F)F)cc1	-3	-3	1	-5	-8	1	1	11
CCOC(=O)C(NCCCCl)c1ccccc1 (configuration not stated)	-4	0	0	-26	-7	1	11	22
COC(=O)CN(c1ccc(C)cc1)S(=O)(=O)c1c(C)[nH]c(=O)[nH]c1=O	6	-23	0	-2	3	3	3	1
CC(C)C[C@H](NC(=O)Nc1ccc2c(c1)OCCO2)C(=O)O	-1	-12	2	-8	-6	-2	7	28
CC(C)(C)NC(=O)CN(Cc1ccc(F)cc1)C(=O)Cn1nnc(-c2ccc(F)cc2)n1	-1	4	2	3	-8	-6	9	-56
CSc1n[nH]c(/N=C/c2oc(O)c3ccccc23)n1	-1	-11	2	-1	-5	3	0	9
COC(=O)c1ccccc1C(=O)N1CCCC(CNC(=O)c2ccc(F)cc2)C1 (configuration not stated)	0	-8	0	-17	-7	0	1	15
COc1cc(CN2CCN(c3ccccc3C)CC2)cc([N+](=O)[O-])c1O	6	10	0	4	3	9	-31	14
COc1ccccc1C(=O)Nn1c(C)nc2ccccc2c1=O	-12	-3	2	-2	-8	-10	5	10
O=C(COC(=O)c1ccccc1[N+](=O)[O-])Nc1cc(S(=O)(=O)N2CCOCC2)ccc1N1CCCC1	2	-5	1	-5	-12	-4	7	14
CCOC(=O)c1ccc(NC(=O)CN2C(=O)CSC(C)C2=O)cc1 (configuration not stated)	0	-7	1	1	-1	0	1	7
COc1ccc(C2(O)C(=O)Nc3ccccc32)cc1 (configuration not stated)	0	-1	-1	-14	-6	-1	0	7
O=C(Nc1ccc(F)cc1)c1cccc(N2C(=O)C3C4C=CC(C4)C3C2=O)c1 (configuration not stated)	-12	3	2	0	-6	4	8	0
Cc1ccc(NC(=O)c2ccc(CNc3c(N4CCC(C)CC4)c(=O)c3=O)cc2)cc1	-16	-5	2	-13	-3	7	-7	12
CCOC(=O)c1c(NC(=O)CSc2nnc(-c3c[nH]c4ccccc34)n2CCOC)sc2c1CCCC2	-4	19	2	0	-4	-1	-5	14
COc1ccc(/C(C)=N/NC(=O)CNC(=O)/C=C\c2ccccc2)c(OC)c1	-2	16	1	-4	-6	-10	-14	16
CCCc1nn2c(=O)cc(CSCC(=O)Nc3ccccc3OC)nc2s1	-8	2	1	-8	-8	-16	0	6
CC(C)(C)C1CCc2c(C(=O)NNC(=O)CCCC(=O)O)csc2C1 (configuration not stated)	1	12	3	0	-2	6	-3	8
CC(Sc1nnc(Cc2cccs2)n1C)C(=O)Nc1ccc(C(N)=O)cc1 (configuration not stated)	3	2	1	-11	-7	-1	3	6
CC(=O)Nc1nc(SCC(=O)NCC2CCCO2)[nH]c(=O)c1NC(=O)c1cccs1 (configuration not stated)	-8	-12	0	-5	0	-6	2	12
CCN1CCN(C(=O)C2c3cc(OC)c(OC)cc3C(=O)N(C)C2c2ccc(SC)cc2)CC1 (configuration not stated)	-2	-4	1	1	-6	-1	5	6
O=C(CCc1ccccn1)NC1CCCc2c1cnn2-c1ccc(F)cc1F (configuration not stated)	-1	-18	-4	1	-4	3	-2	6
OCCC1CN(Cc2cnn(-c3ccc(F)cc3)c2)CCN1Cc1ccsc1 (configuration not stated)	2	-4	2	4	2	6	10	16
CCC1CCCCN1CC(O)Cn1c2ccccc2n2c(=O)cc(C)c(C#N)c12 (configuration not stated)	-6	6	-2	-5	-4	10	12	-130
CC(=O)Nc1ccc(OCCC[n+]2cccc(C(=O)[O-])c2)cc1	0	1	0	-17	-7	3	5	8
COc1ccc(N2CCN(C(=O)c3ccc(S(=O)(=O)NCc4ccco4)cc3)CC2)cc1	3	-9	-1	9	-7	6	10	12
Cc1cccc(OCC(=O)Nc2ccccc2F)c1	26	4	-5	56*	1	48	-3	-2
COc1ccc(C(=O)N2CCCC(c3nc(-c4cccs4)no3)C2)cc1OC (configuration not stated)	-2	-10	0	-1	-3	0	5	1
CCOC(=O)C1=CNS(=O)(=O)NC1c1ccccc1 (configuration not stated)	nt	7	-1	nt	2	0	nt	-239
Cc1c(N(C)CS(=O)(=O)O)c(=O)n(-c2ccccc2)n1C	8	4	0	0	-6	8	0	-3
O=C(CN1CCC(NC(=O)c2ccc(F)cc2)CC1)NCc1ccccc1F	-5	-1	2	6	-4	0	9	12
COc1ccc(Cl)cc1NC(=O)CCn1cnc2ccccc2c1=O	-2	-1	3	-11	9	5	-3	17
Cc1cc(C)n(C(=O)COc2ccccc2C)n1	-9	-2	0	11	-6	5	8	19
CC(=O)c1c(C)[nH]c(C(=O)Nc2ccc(Cl)c(S(=O)(=O)N(C)C)c2)c1C	0	3	0	-9	-2	3	0	-14

Retrieved by structure from the entries so far (six):
SMILES	SENP8 block-1	Apaf1 inhib	SENP1 FRET inh	SENP6 inh	A3G deaminase	SENP7 block	UBC13 inh	SENP8 block-2
OCCC1CN(Cc2cnn(-c3ccc(F)cc3)c2)CCN1Cc1ccsc1 (configuration not stated)	2	-4	2	4	2	6	10	16
CCOC(=O)C1=CNS(=O)(=O)NC1c1ccccc1 (configuration not stated)	nt	7	-1	nt	2	0	nt	-239
Cc1cccc(OCC(=O)Nc2ccccc2F)c1	26	4	-5	56*	1	48	-3	-2
Cc1c(N(C)CS(=O)(=O)O)c(=O)n(-c2ccccc2)n1C	8	4	0	0	-6	8	0	-3
COc1ccc(N2CCN(C(=O)c3ccc(S(=O)(=O)NCc4ccco4)cc3)CC2)cc1	3	-9	-1	9	-7	6	10	12
CC(=O)c1c(C)[nH]c(C(=O)Nc2ccc(Cl)c(S(=O)(=O)N(C)C)c2)c1C	0	3	0	-9	-2	3	0	-14

Next section:
SMILES	SENP8 block-1	Apaf1 inhib	SENP1 FRET inh	SENP6 inh	A3G deaminase	SENP7 block	UBC13 inh	SENP8 block-2
Cc1ccc(-c2cc(-c3ccc(Cl)cc3)c(C#N)c(N)n2)o1	1	6	-23	10	-9	-1	11	-295
CN(CCc1ccccn1)C(=S)Nc1ccc(Cl)cc1Cl	4	-7	1	8	0	9	-4	11
COC(=O)c1cc(C(=O)N2CCOCC2)cc([N+](=O)[O-])c1	8	0	2	-8	-5	-1	7	9
C=CCNC(=S)Nc1ccc(OC)c(S(=O)(=O)N2CCOCC2)c1	-9	-4	2	-15	-2	7	0	21
O=S(=O)(N[C@H](CO)Cc1ccccc1)c1ccc(Br)cc1F	nt	17	3	nt	0	-2	nt	2
Cc1cc(C=O)c(C)n1-c1cc(C(=O)O)cc(C(=O)O)c1	0	-16	4	-13	21	6	-2	5
N#Cc1ccc(Cl)cc1NC(=O)CNc1cccc(S(=O)(=O)N2CCCC2)c1	7	3	-4	2	-4	-2	-2	-27
Cc1ccc(C(=O)OCC(=O)NCc2ccc(Cl)cc2Cl)o1	9	3	1	1	-4	-3	0	10
CC(C)NC(=NCc1ccc(Cl)cc1Cl)Nc1ccccc1	-7	7	2	-19	7	8	18	2
CCOc1ccccc1/C=N/NC(=O)c1nnn(-c2nonc2N)c1CN1CCCC1	-2	-8	0	1	-9	4	6	5
CC(C)(C)OC(=O)N1CCC[C@H]1c1nnc(SCc2ccccc2F)o1	7	-5	1	-25	-5	3	3	24
Cc1ccc2oc(=O)c(/C=C(\O)c3ccco3)nc2c1	-12	4	0	-16	-8	-1	-13	14
O=S(=O)(NC1CCCCC1N1CCN(c2ccc(F)cc2)CC1)c1ccc(Cl)cc1 (configuration not stated)	-6	17	0	-1	-1	-17	-2	-16
O/N=C/c1cn(-c2ccc(Cl)cc2)nn1	-13	5	0	-6	-7	-8	-2	13
N#Cc1c(N)c(C(=O)c2ccccc2)n2ccccc12	1	-8	-6	-4	5	2	-5	27
CCOc1ccc(CCNC(=O)Cc2ccc(S(=O)(=O)N3CCOCC3)s2)cc1OCC	6	4	-5	-9	-11	2	-2	-45
CC1=CC(C)(C)N2C(=O)C3(SCC(=O)N3c3ccc(O)cc3)c3cc(C)cc1c32 (configuration not stated)	-2	22	2	-3	-6	6	1	24
COC(=O)N/N=C/c1ccc(-c2ccc(C)c(Cl)c2)o1	-23	11	1	-25	-5	-7	-9	-39
Cc1ccccc1NC(=O)N1CCc2ccccc2C1	-8	0	-1	18	-5	-12	-8	8
COc1ccccc1C(=O)NC(CCSC)C(=O)OCC(=O)N1CCCC1=O (configuration not stated)	-8	-11	3	7	-4	-6	-1	-2
O=C(O)Cc1ccc(OCc2ccc(Cl)nc2)cc1	-9	2	2	-13	-8	-5	3	-3
O=C(NC1CCCCCC1)c1cc(S(=O)(=O)N2CCOCC2)ccc1N1CCCCC1	1	20	1	-7	-6	1	12	-6
Cc1ccc(SC[C@H](Cc2ccccc2)N2CCN(CCc3ccccc3)CCC2=O)cc1	4	28	-3	4	-4	6	28	0
CSCCC(NC(=O)c1ccc([N+](=O)[O-])cc1Cl)C(=O)OCC(=O)N(C)C (configuration not stated)	-14	1	1	-40	-10	-3	-10	13
CN(C)CCOC(=O)NC12CC3CC(CC(C3)C1)C2	-1	-22	1	-1	-5	-2	7	11
O=S(=O)(Nc1nc2ccccc2nc1N1CCN(CCO)CC1)c1cc(F)ccc1F	-8	11	-3	-18	-1	-6	-11	-242

SENP6 inh: hit marks shown above.
compound | SENP1 FRET inh | SENP6 inh | A3G deaminase | SENP7 block | UBC13 inh
Cc1cccc(OCC(=O)Nc2ccccc2F)c1 | -5 | 56* | 1 | 48 | -3
